Screening results deposited in PubChem by National Center for Advancing Translational Sciences (NCATS).
G9a block: inhibitors of human histone lysine methyltransferase G9a. Q96KQ7. G9a H3K9 monomethylation, AlphaScreen, 2 h. Potency, µM (doses to about 102 µM), for inactives: at the highest dose activity, negative = inhibition, most hits filed as inhibitors. 8.8% of 350,000 active. AID 504332; note: potency is the fitted concentration of half-maximal effect; % is set by controls: 0 for no effect and ±100 for the full control effect; nearly all actives have a fitted effect of over 75% in size
Target sequence (Q96KQ7 913-1193 limits assumed): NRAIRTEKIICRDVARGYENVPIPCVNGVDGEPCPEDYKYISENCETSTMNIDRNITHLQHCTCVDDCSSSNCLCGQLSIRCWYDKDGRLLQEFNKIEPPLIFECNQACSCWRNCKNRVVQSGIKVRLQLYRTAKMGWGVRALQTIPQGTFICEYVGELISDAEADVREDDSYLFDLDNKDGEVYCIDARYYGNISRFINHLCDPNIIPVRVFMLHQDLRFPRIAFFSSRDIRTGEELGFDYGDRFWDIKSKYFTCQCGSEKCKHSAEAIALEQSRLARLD
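Readings reflect AlphaScreen signal from monomethyl-H3K9 antibody detection. HMT at 20 nM; substrate b-H3K9 500 nM; cofactor SAM 20 uM; 2 h RT reaction; compounds tested as titrations in qHTS with 15 min preincubation.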
JMJD2A Tudor inh: inhibitors of human JMJD2A Tudor domain | AID 504339 | 4.4% of 390,000 active | Potency, µM (series often up to 114 µM), inactives show at the top dose activity change, negative = inhibition, actives largely listed as inhibitors | AlphaScreen JMJD2A-Tudor / H3K4me3 peptide binding | O75164; note: potency is the fitted concentration of half-maximal effect; % is set by controls: 0 for no effect and ±100 for the full control effect; nearly all actives have a fitted effect of over 50% in size
BAZ2B block: inhibitors of human BAZ2B bromodomain | 4.4% of 360,000 active | AlphaScreen BAZ2B-H3K14Ac peptide displacement | Potency, µM (highest dose often 114 µM), inactives show at the top dose activity change, negative = inhibition, hits mostly inhibitors | AID 504333 | Q9UIF8; note: potency is the fitted concentration of half-maximal effect; % is set by controls: 0 for no effect and ±100 for the full control effect; nearly all actives have a fitted effect of over 60% in size
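Inhibition is scored as reduced AlphaScreen emission. The BAZ2B/b-H3(5-23)K14Ac complex (50 nM each) in PBS pH 7.4, 0.01% Tween-20 meets compound (up to 110 uM) for 30 min at RT before bead addition.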
Tb PGK inh: T. brucei PGK inhibition; P07378; PGK/GAPDH coupled, Kinase-Glo luminescence, 60 min; Potency, µM (top dose mostly 57.5 µM), for inactives: top-dose activity change, negative = inhibition, actives largely listed as inhibitors; 0.043% of 380,000 active; AID 602233; note: potency is the fitted concentration of half-maximal effect; % is set by controls: 0 for no effect and ±100 for the full control effect; nearly all actives have a fitted effect of over 60% in size
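Recombinant glycosomal PGK reaction used 1,3-bisphosphoglycerate generated in-well by GAPDH (100nM final) in 100mM TEA pH 7.6, 5mM MgCl2, 0.01% Tween-20. After 60 minutes at room temperature, ATP was read by Kinase-Glo Plus luminescence end-point.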
HP1b chromo inh: blocks HP1-beta chromodomain binding to methylated histone tails | AlphaScreen HP1-beta / biotin-H3K9me3 peptide binding | Potency, µM (doses to about 114 µM), inactives show top-dose activity change, negative = inhibition, usual class: inhibitors | 0.56% of 390,000 active | AID 540317; note: potency is the fitted concentration of half-maximal effect; nearly all actives have a fitted effect of over 70% in size; inactives centre near 23
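HP1-beta protein (50 nM final) preincubated 30 min at room temperature with biotinylated H3(1-18)K9me3 peptide (50 nM) in PBS pH 7.4, 0.01% Tween-20, then compound added for 30 min. AlphaScreen streptavidin donor/nickel chelate acceptor beads (10 ug/mL final), 30 min dark, luminescence read.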
PI4K2A block: blocks human PI4K2A kinase activity. Q9BTU6. 0.13% of 420,000 active. purified PI4K2A, ADP-Glo luminescence, 1 h; hits give low values. activity change, negative = inhibition, % at 76.9 µM; in the data active = activity change below about -50%; inconclusive = mostly about -30% to -49%;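 note: -100% = wells without enzyme as full effect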
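In this quantitative HTS, ADP production by PI4K2A was quantified luminescently after 1 h at ambient temperature; 100 microM adenosine served as plate-quality control.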
GLS inh: glutaminase GLS (human) inhibition. GLS enzymatic activity, qHTS titration. Potency, µM (series often up to 45.5 µM), without a hit: at the top dose activity change, negative = inhibition, actives largely listed as inhibitors. 0.21% of 410,000 active. O94925; note: potency is the fitted concentration of half-maximal effect; % is set by controls: 0 for no effect and ±100 for the full control effect
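Human kidney-isoform GLS in 45 mM KH2PO4 pH 8.2, 0.02% Tween-20, with compound, started with 1mM L-Glutamine (added stock). Glutamate oxidase/HRP/Amplex red coupled fluorescence read at start and after 30 min at RT.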
ERG-DNA inh: inhibitors of human ERG Ets domain-DNA interaction | Potency, µM (doses to about 76.9 µM), for inactives: at the top dose FP activity, negative = inhibition, hits mostly inhibitors | fluorescence polarization, His-ERG Ets domain / labelled DNA | AID 624246 | 0.028% of 370,000 active | P11308; active = well fitted inhibition curve with a large enough effect in the polarisation, with a control signal flat; inconclusive = small, poorly fitted or top-dose-only effect, or effect the other way, or a change in a side signal; inactive = no such curve, though single readings can be large or run the other way; the % refers to the polarisation;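 note: polarization taken with two DNA probes labelled with fluorescein and Texas red; potency is the fitted concentration of half-maximal effect; % of control where 0% means no effect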
Target sequence (P11308 whole entry, looked up, the tested form may be a part): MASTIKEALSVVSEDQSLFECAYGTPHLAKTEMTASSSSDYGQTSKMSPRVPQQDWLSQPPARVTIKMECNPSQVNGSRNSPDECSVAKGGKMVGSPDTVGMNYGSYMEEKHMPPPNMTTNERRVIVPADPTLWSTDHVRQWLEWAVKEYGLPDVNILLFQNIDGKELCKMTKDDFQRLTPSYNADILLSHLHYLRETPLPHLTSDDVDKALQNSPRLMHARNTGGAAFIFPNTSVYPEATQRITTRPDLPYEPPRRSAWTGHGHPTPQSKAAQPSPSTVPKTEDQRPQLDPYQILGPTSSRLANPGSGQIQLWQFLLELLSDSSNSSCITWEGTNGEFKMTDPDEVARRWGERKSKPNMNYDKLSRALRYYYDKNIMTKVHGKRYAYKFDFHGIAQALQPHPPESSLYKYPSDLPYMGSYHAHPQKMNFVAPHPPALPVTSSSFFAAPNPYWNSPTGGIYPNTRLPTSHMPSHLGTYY
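His-tagged ERG Ets domain (1 uM in the protein solution; 300mM KCl, 50mM Tris-HCl, 1mM EDTA, 1mM DTT, pH 7.5) received compound, then a probe mix of 5 nM fluorescein-DNA and 100nM Texas-615-DNA. Fluorescence polarization was read for both dyes.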
Pin1 inh: blocks the human prolyl isomerase Pin1 | Pin1 FP peptide displacement, HiFluor488, 10 min | 0.009% of 390,000 active | AID 504891 | Q13526 | Potency, µM (highest dose often 115 µM), for the others: at the top dose activity, negative = inhibition, usual class: inhibitors; active = well fitted inhibition curve with a large enough effect in the polarisation, with a control signal flat, not every such curve was filed as active; inconclusive = small, poorly fitted or top-dose-only effect, or effect the other way, or a change in a side signal; inactive = no such curve, though single readings can be large or run the other way; the % refers to the polarisation; note: potency is the fitted concentration of half-maximal effect; % is set by controls: 0 for no effect and ±100 for the full control effect
Target sequence (Q13526 whole entry, looked up): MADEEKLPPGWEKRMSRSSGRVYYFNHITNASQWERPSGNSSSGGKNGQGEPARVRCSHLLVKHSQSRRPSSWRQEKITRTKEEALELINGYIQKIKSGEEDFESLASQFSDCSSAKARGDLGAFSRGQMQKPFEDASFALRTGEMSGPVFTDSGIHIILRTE
The depositor's hits bear a star; i = inactive; u = inconclusive; x = not tested or not shown; [ ] = dose if it differs, or a comment. Unless noted, calls come from the whole dose curve; as a rule, active = well fitted curve in the direction sought with a large enough effect; inconclusive = small, poorly fitted or top-dose-only effect, or another doubt; inactive = no such curve, though single readings can be large; an effect the other way counts as inactive or inconclusive.

Every second line gives: G9a block, JMJD2A Tudor inh, BAZ2B block, Tb PGK inh, HP1b chromo inh, PI4K2A block, GLS inh, ERG-DNA inh, Pin1 inh
CC(OC(=O)C1=COCCO1)C(=O)Nc1ccc(Cl)cn1 (stereo unspecified)
 : -16.9%, 2.7%, 7.6%, i, 22.6%, 0.3, -5.3%, -6.7%, -1.7%
Cc1nc2ccccc2n1CC(O)Cn1c(C(F)(F)F)nc2ccccc21 (stereo unspecified)
 : 6.4%, 5.5%, 3.1%, 2.9%, 37.2%, -2.3, -7.5%, -1.6%, -12.5%
Cc1ccc(CNC(=O)COC(=O)c2cnc(C)cn2)cc1
 : 4.6%, -9.9%, -9.5%, 5.2%, 36.6%, -3.3, 3.4%, -0.7%, -2.5%
O=C(O)c1cccc(S(=O)(=O)Nc2ccccc2C(=O)NCCc2ccccc2)c1
 : 3.1%, -4.1%, -9.3%, 4.5%, 2.6%, 3.5, 12.7%, -1.8%, -1.9%
COc1cccc(C2CN(c3ccc(F)cc3F)N=C2c2cccs2)c1OC (stereo unspecified)
 : 215.5%[activator][59 µM], 172.9%[activator], 126.4%[activator], i, 285.8%[activator], -9.0, -2.3%, 10.2%, 62.5%[activator]
O=C(CSc1nc(-c2cccs2)cc(C(F)(F)F)n1)NCCCN1CCOCC1
 : x, -2.1%, -7.3%, 4.5%, 19.3%, -3.9, 0.8%, 1.1%, -2.3%
O=C(CSCc1nc2cccnc2n1C1CCCCC1)NCc1cccc(Br)c1
 : 15.8%[59 µM], -13.2%, -6.4%, -4.1%, 4.1%[57 µM], 0.8, -19.9%, -1.0%, 8.5%
CN(C)CCCN(C(=O)c1sc2ccccc2c1Cl)c1nc2ccc(F)cc2s1
 : -9.5%[59 µM], -28.6%, u, -0.4%, -5.5%, -0.1, 6.4%, -2.7%, 2.5%
Cc1ccc(C2CCN(C(=O)Nc3ccc(Cl)cc3)C2)cc1 (stereo unspecified)
 : 0.7%[59 µM], -15.1%, 3.2%, -6.9%, 7.5%, -0.4, 5.2%, 4.6%, -5.6%
CS/C(=N\S(=O)(=O)c1ccc(N)cc1)NS(=O)(=O)c1cccs1
 : u, 89.1µM*, -1.6%, -5.4%, 13.8%, -3.7, 1.1%, -1.3%, 1.0%
O=C(O)CSc1nc(SCc2ccccc2Cl)nc2c1CCCC2
 : -2.3%[59 µM], -6.1%[57.1 µM], 8.7%, 9.1%, 55.8%[activator], 2.1, 11.1%, -1.3%, -6.3%
Cc1ccccc1OCC(=O)N(Cc1nnc(-c2ccc(Cl)cc2)o1)C(C)C
 : -1.2%[12.7 µM], -10.6%, -1.1%, i, 55.7%[activator], 5.2, -11.9%, 0.3%, 0.8%
Cn1c(Cn2c(=O)sc3ccccc32)nnc1SCC(=O)Nc1ccc2c(c1)OCO2
 : x, -9.9%, x, i, 67.3%[activator], 2.3, -2.6%, 4.3%, 0.6%
COc1ccc(NC(=O)Nc2cccs2)cn1
 : 35.5µM*, -35.2%, -37.4%, -2.2%, 9.1%, -3.5, 5.4%, 1.9%, u
O=C(O)C(NS(=O)(=O)c1cccc2nsnc12)c1ccccc1 (stereo unspecified)
 : u, -26.5%[11.4 µM], -13.4%, -6.6%, 23.1%, -2.9, 5.7%, 10.0%, -13.4%
O=C1c2cc(O)c(O)cc2S(=O)(=O)C1c1ccccc1 (stereo unspecified)
 : u, -9.4%, u, 3.1%, 37.8%, -2.4, -6.6%, -0.2%, u
Cc1cc(C)nc(SCCN2CCOCC2)n1
 : -3.3%, 3.5%, 6.2%, 2.8%, 42.9%[activator], -3.1, 6.3%, 3.4%, 3.2%
Cc1ccc(S(=O)(=O)CC(O)COc2ccc(F)cc2Cl)c(C)c1 (stereo unspecified)
 : -0.5%[59 µM], -3.8%, 7.9%, -1.6%, 46.0%[activator], -2.7, 4.9%, 11.4%, -4.0%
CCOC(=O)c1cccc(NC(=O)C2CCN(S(=O)(=O)c3cnc[nH]3)CC2)c1
 : 3.4%, -8.8%, -2.9%, i, 24.6%, -3.1, 0.5%, -11.7%, 2.4%
COc1ccc([N+](=O)[O-])cc1Nc1c2ccccc2nc2ccccc12
 : -14.2%, -20.7%, -6.6%, 0.7%, -2.5%, 0.2, 0.0%, 0.1%, 1.1%
CCOc1cc(CNCc2cc(OC)cc(OC)c2)ccc1OC
 : 39.8µM*, 1µM*, u, 0.0%, u, 1.3, -1.6%, -3.8%, -6.5%
O=C(N/N=C/c1cccc(F)c1)c1cc(-c2ccco2)nc2ccccc12
 : u, u, 6.31µM*, u, 28.2µM*, u, 12.6µM*, -1.3%, x
CCC(C)NC(=O)CNC(=S)N(CCCN1CCOCC1)Cc1cccs1 (stereo unspecified)
 : 1.7%[59 µM], -7.0%, 11.6%, 0.6%, 14.2%, 0.6, -13.6%, -19.6%, 2.0%
O=C(Cn1nc(Cc2cccnc2)c2ccccc2c1=O)Nc1ccccc1F
 : 17.5%, 2.8%, 10.3%, -8.1%, 18.2%, -2.9, -4.6%, -10.2%, -0.6%
CCS(=O)(=O)c1ccc2oc(SCC(=O)NCCc3ccc(OC)cc3)nc2c1
 : -14.7%, -14.4%, -23.1%, -7.8%, 30.1%, 6.6, 1.4%, -5.6%, -2.9%
N#CCc1c[nH]c2ccc([N+](=O)[O-])cc12
 : x, -17.9%, x, i, 12.2%[57 µM], 2.4, -2.2%, 0.1%, -3.7%
O=C(/C=C/c1ccc(F)cc1)NCCc1ccc2c(c1)OCCO2
 : 89.1µM*, -3.4%, 4.8%, -2.5%, 35.7%, 2.2, -33.6%, 11.5%, -1.6%
N/C(CN1CCCCC1)=N\S(=O)(=O)c1cc(Cl)cc(Cl)c1
 : u, 1.7%, -1.1%, i, 18.6%, -5.6, 1.8%, 3.7%, 1.0%
O=C(O)c1ccccc1C(=O)c1ccc(Br)s1
 : u, -8.3%[11.4 µM], -30.9%, i, 25.6%, -1.6, 9.8%, -0.2%, 21.0%
O=C1N(C2CCCC2)C[C@@H]2C[C@@H](c3cccn3-c3ccccn3)N3CCC[C@@]123
 : -33.5%, -10.5%, -1.2%, -0.2%, 27.4%, 0.8, 13.0%, -1.9%, -0.1%
COC(C[C@@H]1O[C@@H]1[C@H](O)[C@H](C)OCc1ccccc1)OC
 : 25.6%[59 µM], -7.0%, -0.1%, i, 15.9%, 5.0, 0.1%, 2.9%, 12.2%
[O-]/[N+](=C/c1ccc(F)cc1)c1ccc(Cl)cc1
 : 11.2µM*, -23.0%, -33.1%, -7.6%, 4.5%, -18.8, 23.1%, -11.4%, -12.0%
c1ccc(C2=NNC(=NC3CC3)SC2)cc1
 : u, -20.8%, 9.0%, u, 7.0%, -16.3, 38.6%[activator], x, -1.2%
CCN1CCN(S(=O)(=O)c2ccc(Cl)c(C(=O)NCc3ccco3)c2)CC1
 : -49.4%, -10.3%, -11.1%, -7.5%, 20.4%, -1.4, 3.5%, -0.1%, 0.3%
COc1c(/C=N/Nc2ccc(C(=O)O)cc2)c(CCN(C)C(C)=O)cc2c1OCO2
 : 44.7µM*, 3.1%, -15.3%, -6.1%, 44.3%[activator], 0.8, 16.5%, 2.2%, -4.9%
O=C(NCCN1C(=O)S/C(=C\c2cccnc2)C1=O)C1=NN(c2ccccc2)C(=O)CC1
 : -1.4%[59 µM], 3.55µM*, -10.6%, -5.2%, -29.4%, -19.4, u, 3.0%, 0.7%
O=C(Nc1ccc2nsnc2c1)NC1CCCCC1
 : 6.8%[59 µM], -3.4%, -2.5%, 7.4%, 41.9%, -0.7, 4.2%, 2.9%, 1.6%
CCN(CC)C(=O)/C(=C/c1ccc2c(c1)OCO2)NC(=O)c1ccc(Br)cc1
 : 15.1%[59 µM], -16.5%, -32.5%, -3.0%, -3.2%, 8.8, 6.2%, 2.9%, 4.1%
Cc1ccc(N2C(=O)CSC23C(=O)N(CC(=O)NCc2ccccc2)c2ccccc23)cc1C (stereo unspecified)
 : -11.1%[59 µM], -22.3%, 4.7%[57.1 µM], -3.3%, 7.4%, -2.1, 0.3%, -1.1%, 10.2%
CCCCc1c(C)nc(N)[nH]c1=O
 : 2.0%, 1.0%, -7.0%, -2.5%, 15.9%, -7.6, 12.0%, -1.1%, -2.5%
COC(=O)c1ccc(CN2CCC(CO)(Cc3cccc(OC)c3)CC2)cc1
 : -39.7%, -8.2%, -8.6%, x, 55.2%[activator], -0.5, 1.3%, -4.2%, -8.3%
CCOC(=O)C(=NCCOC)NNc1cc(Cl)ccc1Cl
 : 39.8µM*, u, u, 1.2%, 14.8%, 0.3, 13.6%, -8.9%, u
Oc1ccc(Cl)cc1N=Cc1sc2ccccc2c1Cl
 : u, u, -15.6%, -4.1%, 23.5%, 5.0, -29.2%, -14.2%, 14.3%
CC(Oc1ccc(C(=O)c2ccc(F)cc2)cc1)C(=O)N1CCOCC1 (stereo unspecified)
 : -12.3%, 2.1%, -11.1%, -3.1%, 26.5%, 2.7, -22.2%, u, -3.1%
CCOc1cc(-c2noc(N)c2C#N)cc(OCC)c1OCC
 : 7.7%, -18.0%, -5.8%, -1.0%, u, -1.7, 4.5%, -4.4%, 0.1%
CCCCCn1c(=O)c(Cc2ccccc2)c(O)c2ccccc21
 : -3.6%[59 µM], -7.3%, 2.7%, 12.2%, 25.8%, 2.0, 7.9%, 0.4%, -1.4%
